Assay outcomes deposited in PubChem by several laboratories.
MrgX1 allo act: allosterically activates human MrgX1 receptor signaling. Q96LB2. MrgX1-HEK293, Fluo-4 calcium flux, FDSS; active compounds read high. B-score at 10 µM. 0.63% of 310,000 active;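 active = plate-corrected calcium response at least 3 library SD above typical, normal starting fluorescence, not activating the receptor alone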;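 note: compound read alongside a low EC10 to EC30 dose of BAM8-22 agonist; peak minus trough fluorescence over baseline measured at the second addition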
MrgX1 ag: agonists of human MrgX1 receptor; Q96LB2; MrgX1-HEK293 cells, Fluo-4 calcium fluorescence, agonist mode; active compounds read high; B-score at 10 µM; 0.44% of 310,000 active; AID 588627;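 active = calcium response B-score plate-corrected fluorescence ratio at least 3 library SD, with starting fluorescence B-score inside 5 SD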
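times = overnight plating, then 30 min 37 °C plus 30 min room-temperature dye loading | assay system = stable human MrgX1 HEK293 cell line | input = fifteen thousand cells per well | signal = kinetic calcium dye fluorescence, Fluo-4 NW | dosing = compound delivered in addition one of three | read-out = B-scored fluorescence response ratio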
TRPC4 PAM: allosteric potentiators of mouse TRPC4 channel; Q9QUQ5; HEK293 TRPC4beta/mu-opioid, DAMGO EC20, Fluo-4 Ca2+ flux; active compounds read high; B-score at 10 µM; 0.42% of 310,000 active;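 active = B-score of calcium response area above 5 SD of library B-scores, with initial fluorescence ratio within 5 SD of library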;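 note: B-score of integrated fluorescence ratio over time as area under calcium response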
ANO1 block: mouse TMEM16A channel inhibition, primary screen; Q8BHY3; HEK293 TMEM16A/YFP iodide influx fluorescence, ionomycin; normalized B-score (activity score, 25-100; higher = stronger inhibition) at 10 µM; 1.2% of 310,000 active; AID 588511;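 active = ratio plate-corrected score three or more library SD toward inhibition, starting fluorescence score within five deviations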;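 note: score derived from kinetic fluorescence span divided by baseline fluorescence per well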
Target sequence (Q8BHY3 whole entry, looked up): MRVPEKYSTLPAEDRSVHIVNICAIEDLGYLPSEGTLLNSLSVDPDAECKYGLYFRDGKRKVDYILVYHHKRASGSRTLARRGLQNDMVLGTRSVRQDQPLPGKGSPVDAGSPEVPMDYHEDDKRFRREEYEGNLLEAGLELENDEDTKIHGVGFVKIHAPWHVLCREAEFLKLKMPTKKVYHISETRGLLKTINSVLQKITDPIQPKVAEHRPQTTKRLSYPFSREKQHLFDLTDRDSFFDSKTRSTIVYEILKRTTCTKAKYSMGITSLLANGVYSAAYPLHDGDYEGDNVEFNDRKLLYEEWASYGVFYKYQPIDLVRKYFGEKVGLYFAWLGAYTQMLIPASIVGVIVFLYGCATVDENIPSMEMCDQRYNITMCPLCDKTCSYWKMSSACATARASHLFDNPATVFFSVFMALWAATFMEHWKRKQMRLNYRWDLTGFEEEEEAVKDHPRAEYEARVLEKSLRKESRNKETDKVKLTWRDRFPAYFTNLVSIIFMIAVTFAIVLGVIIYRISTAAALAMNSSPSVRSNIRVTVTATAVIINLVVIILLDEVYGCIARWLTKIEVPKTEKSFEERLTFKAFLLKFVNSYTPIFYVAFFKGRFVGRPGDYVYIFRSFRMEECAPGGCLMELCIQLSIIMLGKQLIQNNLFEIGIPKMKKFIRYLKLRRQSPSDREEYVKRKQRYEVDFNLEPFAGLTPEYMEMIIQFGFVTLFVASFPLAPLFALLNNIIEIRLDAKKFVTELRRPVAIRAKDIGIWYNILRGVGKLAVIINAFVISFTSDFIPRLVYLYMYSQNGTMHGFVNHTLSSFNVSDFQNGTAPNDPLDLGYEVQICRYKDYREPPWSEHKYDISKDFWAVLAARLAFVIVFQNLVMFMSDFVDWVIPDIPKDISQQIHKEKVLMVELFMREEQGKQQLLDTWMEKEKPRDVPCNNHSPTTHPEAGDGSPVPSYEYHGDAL
TMEM16A act: activates or potentiates the mouse TMEM16A chloride channel; 0.3% of 340,000 active; Q8BHY3; B-score at 10 µM; HEK293 TMEM16A/YFP-H148Q/I152L, iodide quench fluorescence; active compounds read low;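 active = fluorescence-ratio B-score plate-corrected deviation score at least 3 library SD below zero, with starting fluorescence score within 5 deviations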;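 note: channel opened by trigger with iodide after compound preincubation; score built on the fluorescence ratio of max minus min over baseline; more negative score means more quench and so TMEM16A activation or potentiation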
MrgX1 antagonist: blocks BAM8-22 activation of human MrgX1 receptor; Q96LB2; MRGX1-HEK293 calcium flux, Fluo-4, BAM8-22 antagonism; active compounds read low; B-score at 10 µM; 1.3% of 310,000 active; AID 588676;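 active = calcium-response B-score plate-corrected more than 3 library SD below zero, starting fluorescence within 5 deviations, no agonist response on first addition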;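 note: peak minus trough fluorescence over baseline after final BAM8-22 challenge near maximal dose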
TRPC6 inhibitor: mouse TRPC6 channel inhibition; Q61143; HEK293-TRPC6, membrane potential dye, ACh-evoked depolarization; active compounds read low; B-score at 10 µM; 1.1% of 310,000 active;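 active = B-score under library mean minus 3 SD, initial fluorescence not abnormally high, positive integrated signal ratio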;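 note: B-score derived from integrated fluorescence ratio over the kinetic read; more negative B-score means stronger inhibition of depolarization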
TRPC4 block: TRPC4 (mouse) channel inhibition | 0.39% of 300,000 active | B-score at 10 µM | HEK293 TRPC4beta/mu-opioid, DAMGO-evoked Fluo4 calcium flux; active compounds read low | Q9QUQ5;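 active = B-score over 3 SD under the library average, no early fluorescence shift, positive overall ratio signal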
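material = TRPC4beta/mu-opioid receptor HEK293 cell line | probe or stimulus = sequential submaximal and maximal DAMGO stimulation | compound dosing = one concentration per compound | measured by = Fluo4 Ca2+ flux fluorescence | evaluation = integrated fluorescence ratio relative to baseline, converted to per-well B score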
TRPC4 act: activators of mouse TRPC4 channel; HEK293 TRPC4beta/mu-opioid, Fluo4 calcium fluorescence; active compounds read high; B-score at 10 µM; 0.49% of 310,000 active; AID 2237; Q9QUQ5;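 active = B-score above 5 SD of library B-scores, and initial fluorescence ratio not above library mean plus 5 SD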;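 note: positive B-score marks a calcium rise read as TRPC4 activation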
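Test system: HEK293 cells stably co-expressing mouse TRPC4beta and mu-opioid receptor | Schedule: Fluo4 dye loading 45 min at room temperature, 110 s recording | Measured by: Kinetic Fluo4 calcium fluorescence, 5 s baseline at 1 Hz | Evaluation: B score of integrated ratio | Controls: Buffer (low) and maximal DAMGO (high)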
TRPC6 act: activates the mouse TRPC6 cation channel. Q61143. HEK293-TRPC6 membrane potential dye fluorescence; active compounds read high. B-score at 10 µM. 0.13% of 310,000 active. AID 2550;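 active = B-score of the integrated fluorescence ratio above library mean plus 3 SD, and starting fluorescence ratio within library mean plus 5 SD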;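 note: higher score means more depolarization so channel activation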
SKKanGAS inh: SKKanGAS growth inhibition; 1.3% of 300,000 active; inhibition, % at 7.5 µM; S. pyogenes SKKanGAS, kanamycin growth, BacTiter-Glo, 6 h;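 active = mean replicate score, as percent of positive control median, at least 50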;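 note: strain carries kanamycin resistance gene driven by streptokinase promoter and grows in 40 µg/ml kanamycin; loss of luminescence reflects streptokinase promoter inhibition or plain growth inhibition; 0% = median of DMSO wells and 100% = positive control at its reference dose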
Starred values were filed as active, the others as inactive; i = inactive; nt = not tested or not shown.

The line under a structure holds: TRPC6 inhibitor, TRPC4 block, ANO1 block, TRPC4 PAM, SKKanGAS inh, TMEM16A act, MrgX1 allo act, TRPC4 act, MrgX1 ag, MrgX1 antagonist, TRPC6 act
> COc1ccc(-c2nc3c(c(=O)[nH]c(=O)n3Cc3ccccc3)n2C)cc1
    i, i, i, i, -6.8, i, i, i, i, i, i
> CN(c1ccccc1C(=O)O)S(C)(=O)=O
    i, i, i, i, 1.8, i, i, i, i, i, i
> COc1ccc(NC(=S)NNC(=O)CCn2cc([N+](=O)[O-])cn2)cc1
    i, i, i, i, -1.4, i, i, i, i, i, i
> CCOC(=O)c1sc(NC(=O)c2ccc3ncsc3c2)nc1C
    i, i, i, i, -3.1, i, i, i, i, i, i
> O=C(NC(c1cccnc1)C(F)(F)F)c1cc(COc2ccc3c(c2)CCCC3)on1 (stereo unspecified)
    i, i, 25*, i, 10.3, i, i, i, i, i, i
> CC(=O)Nc1c(NC(C)C)c2ccccc2oc1=O
    i, i, i, i, -5.5, i, i, i, i, i, i
> CCOc1ccc(/C(O)=C2\C(=O)C(=O)N(c3cc(C)on3)C2c2ccccc2OC)cc1 (stereo unspecified)
    i, i, i, i, 20.0, i, i, i, i, i, i
> O=C(NCc1ccccc1)C(=O)NCC1OCCN1S(=O)(=O)c1ccc2c(c1)OCCO2 (stereo unspecified)
    i, i, i, i, -0.8, i, i, i, i, i, i
> CCOc1ccccc1NC(=O)NNC(=O)COc1cccc(C)c1C
    i, i, i, i, -2.0, i, i, i, i, i, i
> COC(=O)c1ccccc1S(=O)(=O)N(Cc1cc2ccc(OC)cc2[nH]c1=O)CC1CCCO1 (stereo unspecified)
    i, i, i, i, 0.0, i, i, i, i, i, i
> CS(=O)(=O)N1CCCC(C(=O)Nc2ccccc2C(F)(F)F)C1 (stereo unspecified)
    i, i, i, i, -16.0, i, i, i, i, i, i
> Cc1ccc(C(=O)NNC(=O)CSc2nnc3c(n2)[nH]c2ccc(C)cc23)cc1
    i, i, i, i, 1.4, i, i, i, i, i, i
> O=C(CCC1CCCCC1)Nc1cc(C(F)(F)F)ccc1N1CCOCC1
    i, i, i, i, -5.1, i, i, i, i, i, i
> COc1ccc(CN2CCN(C(=O)c3ccc(CNS(=O)(=O)c4ccc(C)cc4)cc3)CC2)c(OC)c1OC
    i, i, i, i, -3.1, i, i, i, i, i, i
> Cc1ccc(S(=O)(=O)CCc2nc3ccccc3s2)cc1
    i, i, i, i, nt, i, i, i, i, i, i
> C/C(=N\NC(=O)c1ccc(OC2CCCC2)cc1)c1ccc(O)cc1
    i, i, i, i, 1.3, i, i, i, i, i, i
> Cc1ccc(C)c(C(=O)COC(=O)CN2C(=O)C3C4C=CC(C4)C3C2=O)c1 (stereo unspecified)
    i, i, i, i, -0.6, i, i, i, i, i, i
> COc1cc(C(=O)OCC(=O)NC2CCCC2)cc(OC)c1OC
    i, i, i, i, 0.4, i, i, i, i, i, i
> Cc1nn(-c2ccccc2)c(C)c1CCC(=O)O
    i, i, i, i, -23.3, i, i, i, i, i, i
> CN(C)CC/C=C1\c2cc(F)ccc2CSc2ccccc21
    i, i, i, i, -1.5, i, i, i, i, i, i
> CN1CCc2c(sc(N)c2C(=O)O)C1
    i, i, i, i, -6.7, i, i, i, i, i, i
> CC(C)(C)CN1CCNC(=O)C1CC(=O)N1CCC(C(=O)N2CCOCC2)CC1 (stereo unspecified)
    i, i, i, i, -11.4, i, i, i, i, i, i
> Clc1cccc2c1CCN(Cc1nc(-c3cnccn3)no1)C2
    i, i, i, i, -4.0, i, i, i, i, i, i
> COc1ccc(NC(=O)CNC(=O)C2CCCCC2)cc1
    i, i, i, i, -12.4, i, i, i, i, i, i
> O=P(Cc1ccccn1)(c1ccccc1)c1ccccc1
    i, i, i, i, -1.1, i, i, i, i, i, i
> Cc1sc(NC(=S)Nc2ccc(F)cc2)c(C(N)=O)c1C
    i, i, i, i, 7.9, i, i, i, i, i, i
> COc1ccccc1CNC(=O)[C@@H]1CCCN1S(=O)(=O)c1ccccc1F
    i, i, i, i, -1.5, i, i, i, i, i, i
> O=C(CC12CC3CC(CC(C3)C1)C2)N/N=C\c1ccc[nH]1
    i, i, i, i, 5.8, i, i, i, i, i, i
> COc1ccc(OC)c(C2NC(=S)NC3=C2N2CCC3CC2)c1 (stereo unspecified)
    i, i, i, i, -2.7, i, i, i, i, i, i
> COC(=O)c1c(Oc2nc(OC)cc(OC)n2)cccc1Oc1nc(OC)cc(OC)n1
    i, i, i, i, -1.9, i, i, i, i, i, i
> CCCC1Cc2nc(Cl)c(C#N)cc2CO1 (stereo unspecified)
    i, i, i, i, 6.4, i, i, i, i, i, i
> COC(=O)c1ccc(S(=O)(=O)N(C2CCCCC2)C2CCCCC2)n1C
    i, i, i, i, 2.8, i, i, i, i, i, i
> CCOc1ccc(N2C(=O)CC(NCCc3c[nH]c4ccccc34)C2=O)cc1 (stereo unspecified)
    i, i, i, i, -0.1, i, i, i, i, i, i
> O=c1c(C/C=C/c2ccccc2)c(O)nc2n1CCCS2
    i, i, i, i, -8.4, i, i, i, i, i, i
> O=C(CSc1nc2[nH]ncc2c(=O)n1-c1ccccc1)NCCc1ccccc1
    i, i, i, i, 4.4, i, i, i, i, i, i
> COc1ccc(OCC(=O)NN2Cc3ccccc3C2=N)cc1
    i, i, i, i, 3.8, i, i, i, i, i, i
> COc1ccc(C)cc1-n1c(N)c(C#N)c(C#N)c1-c1ccc(OC)c(OC)c1OC
    i, i, i, i, -3.4, i, i, i, i, i, i
> CNC(=O)c1ccc(-n2cccn2)nc1
    i, i, i, i, -2.7, i, i, i, i, i, i
> O=C1C2C(c3ccccc3)CC=CC2[C@H](c2ccc(C(F)(F)F)cc2)N1Cc1ccccc1 (stereo partly specified)
    i, i, 25*, i, 25.0, i, i, i, i, i, i
> Cc1ccc2nc(SCC(=O)Nc3ccc(C(N)=O)cc3)[nH]c2c1
    i, i, i, i, 16.4, i, i, i, i, i, i
> CCOCCCNC(=O)C1CC(=O)N(C2CCCC2)C1 (stereo unspecified)
    i, i, i, i, 12.8, i, i, i, i, i, i
> Cc1occc1C(=O)NNC1=CC(=O)CC(C)(C)C1
    i, i, i, i, -5.1, i, i, i, i, i, i
> CNC(=O)c1nc(C)c(C2(C)CC(c3cccc([N+](=O)[O-])c3)=NO2)s1 (stereo unspecified)
    i, i, i, i, -2.8, i, i, i, i, i, i
> NC(=O)CC(NC(=O)Cc1cccc2ccccc12)c1ccc(N2CCC(N3CCCCC3)CC2)c([N+](=O)[O-])c1 (stereo unspecified)
    i, i, i, i, -2.1, i, i, i, i, i, i
> COc1ccc(NC(=O)C/C(C)=N/NC(=O)COc2ccc(OC)cc2)cc1
    i, i, i, i, -1.0, i, i, i, i, i, i
> CCOC(=O)C1(O)CSc2nc3sc(C(=O)O)c(C)c3c(=O)n21 (stereo unspecified)
    i, i, i, i, 4.3, i, i, i, i, i, i
> Cc1ccnc2nc(C(=O)Nc3ccc(N4CCOCC4)cc3)nn12
    i, i, i, i, 12.5, -11.4*, i, i, i, i, i
> C=CCc1ccc(OCC(O)CO)c(OC)c1 (stereo unspecified)
    i, i, i, i, -9.6, i, i, i, i, i, i
> Cc1ccccc1CN1CCN(C/C=C/c2ccccc2)CC1
    i, i, i, i, 0.0, i, i, i, i, i, i
> CCOc1ccc(N2CC(C(=O)NCc3ccco3)CC2=O)cc1 (stereo unspecified)
    i, i, i, i, -9.1, i, i, i, i, i, i
> O=C(CSc1nc(-c2ccccc2)cc(=O)[nH]1)Nc1ccccc1
    i, i, i, i, 14.4, i, i, i, i, i, i
> Cc1nonc1C1CCCN1C(=O)c1cc(COc2cccc(C(F)(F)F)c2)on1 (stereo unspecified)
    i, i, i, i, 1.5, i, i, i, i, i, i
> O=C(Nc1ccccc1[N+](=O)[O-])c1cc(S(=O)(=O)N2CCOCC2)cs1
    i, i, i, i, -6.8, i, i, i, i, i, i
> CC1CN(C2CC(C)(C)NC(C)(C)C2)CCC1=O (stereo unspecified)
    i, i, i, i, 18.7, i, i, i, i, i, i
> O=C(CCC(=O)N1CCOc2ccccc21)NCCCc1ccccc1
    i, i, i, i, -7.4, i, i, i, i, i, i
> Cc1ccc(C(=O)CCC(=O)O)cc1
    i, i, i, i, 3.5, nt, i, i, i, i, i
> CCOC(=O)c1c(C)c(C(=O)N2CCc3ccccc3C2)c(C)n1CC
    i, i, i, i, -2.7, i, i, i, i, i, i
> CSCCC(NC(=O)OCc1ccccc1)C(=O)O (stereo unspecified)
    i, i, i, i, -7.3, i, i, i, i, i, i
> CCN(CC)S(=O)(=O)c1cccc(-c2csc(C)n2)c1
    i, i, i, i, -5.7, i, i, i, i, i, i
> CCC(C)(C)n1nnnc1C(c1ccc2ncccc2c1)N1CCN(c2nc3ccccc3s2)CC1 (stereo unspecified)
    i, i, i, i, 31.9, i, i, i, i, i, i

The listing continues:
The line under a structure holds: TRPC6 inhibitor, TRPC4 block, ANO1 block, TRPC4 PAM, SKKanGAS inh, TMEM16A act, MrgX1 allo act, TRPC4 act, MrgX1 ag, MrgX1 antagonist, TRPC6 act
> CC(C)C(c1nnnn1Cc1ccccc1)N1CCN(Cc2ccco2)CC1 (stereo unspecified)
    i, i, i, i, 0.5, i, i, i, i, i, i
> CC(C(=O)NCc1ccc(Cl)cc1)n1cccc1C(=O)c1ccccc1 (stereo unspecified)
    i, i, i, i, -9.6, i, i, i, i, i, i
> CC1=NN(C(C#N)c2ccccc2)C(c2ccccc2)C1 (stereo unspecified)
    i, i, i, i, 2.3, i, i, i, i, i, i
> CS(=O)(=O)N1Cc2ccccc2CC1C(=O)Nc1ccccc1C(N)=O (stereo unspecified)
    i, i, i, i, -7.5, i, i, i, i, i, i
> CCC(=O)Nc1sccc1C(=O)OC
    i, i, i, i, -9.2, i, i, i, i, i, i
